GRP78 ERSR act: qHTS for Inducers of the Endoplasmic Reticulum Stress Response (ERSR) in Human Glioma: qHTS; U87-MG GRP78 promoter luciferase reporter, 16 h; Potency, µM, for the others: at the top dose activation, most hits filed as activators; actives 0.02% (n = 420,000); AID 602332, 2012; active = well fitted activation curve with a large enough effect; inconclusive = small, poorly fitted or top-dose-only effect; inactive = no such curve, though single readings can be large or run the other way; also: series mostly up to about 76 µM; % of control where 0% means no effect; nearly all actives have a fitted effect of over 35% in size
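ERSR induction read as luciferase luminescence (Bright-Glo, 10 min at room temperature) in stably transfected human U87-MG glioma cells exposed to compounds for 16 h, using GRP78 as sensor.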
Active calls of the source: *; & = joins results of further samples. Potency is read from the fitted curve at half-maximal effect. A portion of the library, so the mix of outcomes need not match the whole.

How did Cc1cccc(C)c1OC[C@H](C)N do in these assays?
GRP78 ERSR act: -4%

How did COC1C[C@@H](O[C@@H]2C(C)C(=O)OC(C)C(C)C(O)C(C)C(=O)[C@@]3(CO3)CC(C)C(OC3OC(C)CC(N(C)C)C3O)C2C)OC(C)[C@@H]1O (some centres undefined) do in these assays?
GRP78 ERSR act: -4%

What do the screens show for `O=C(c1ccncc1)N1CCC2(CCCN(c3cccc(-c4ccccc4)c3)C2)CC1`?
GRP78 ERSR act: -1%

What do the screens show for `COC(=O)[C@@H]1CCCN1C(=O)c1c(OC)cc(=O)n2c1CCN(Cc1ccc3nsnc3c1)CC2`?
GRP78 ERSR act: -1%

How did COc1ccc(CN2CCOc3ccc(CN4CCC(O)CC4)cc3C2)c(OC)c1OC do in these assays?
GRP78 ERSR act: 0%

What do the screens show for `CCCCCCCC/C=C\CCCCCCCC(N)=O`?
GRP78 ERSR act: -4%&-2%

Results for C=C1C[C@@]23C[C@]1(O)CC[C@@H]2[C@]12C=C[C@@H](O)[C@](C)(C(=O)O1)[C@H]2[C@H]3C(=O)O ?
GRP78 ERSR act: 0%

How did CS(=O)(=O)c1ccc(-c2ccc3c(c2)CC(CNC(=O)C2(N4CCOCC4)CCCCC2)O3)cc1 (centres undefined) do in these assays?
GRP78 ERSR act: -2%

What do the screens show for `c1ccc(CNc2ncnc3ccc(-c4cccnc4)cc23)cc1`?
GRP78 ERSR act: 1%

Results for O=c1ncccn1[C@@H]1O[C@H](CO)C(O)[C@@H]1O (some centres undefined) ?
GRP78 ERSR act: -3%

Next section, overlapping the part above by 4 compounds.
Results for C=C1C[C@@]23C[C@]1(O)CC[C@@H]2[C@]12C=C[C@@H](O)[C@](C)(C(=O)O1)[C@H]2[C@H]3C(=O)O ?
GRP78 ERSR act: 0%

How did CS(=O)(=O)c1ccc(-c2ccc3c(c2)CC(CNC(=O)C2(N4CCOCC4)CCCCC2)O3)cc1 (centres undefined) do in these assays?
GRP78 ERSR act: -2%

What do the screens show for `c1ccc(CNc2ncnc3ccc(-c4cccnc4)cc23)cc1`?
GRP78 ERSR act: 1%

Results for O=c1ncccn1[C@@H]1O[C@H](CO)C(O)[C@@H]1O (some centres undefined) ?
GRP78 ERSR act: -3%

How did CC[C@H](C)[C@H](NC(=O)[C@H](CC(N)=O)NC(=O)[C@H](CCCCN)NC(=O)[C@H](Cc1ccccc1)NC(=O)[C@H](Cc1ccccc1)NC(=O)[C@H](Cc1cnc[nH]1)NC(=O)[C@@H](N)C(C)C)C(=O)N[C@H](C(=O)N[C@H](C(=O)N1CCC[C@H]1C(=O)N[C@@H](CCCN=C(N)N)C(=O)N[C@H](C(=O)N1CCC[C@H]1C(=O)O)[C@@H](C)O)[C@@H](C)O)C(C)C do in these assays?
GRP78 ERSR act: -7%

How did Cc1c(C(=O)N2CCCC2)sc2ncnc(NCCc3ccccn3)c12 do in these assays?
GRP78 ERSR act: -5%

What do the screens show for `C[C@@H]1OC(O[C@H]2[C@H](Oc3cc(O)c4c(=O)c(O)c(-c5ccc(O)cc5)oc4c3)O[C@H](CO)[C@@H](O)[C@@H]2O)[C@H](O)[C@H](O)[C@H]1O` (some centres undefined)?
GRP78 ERSR act: -8%

Results for CSCC[C@@H]1NC(=O)[C@@H](NC(=O)[C@H](CCCNC(=N)N)NC(=O)[C@H](CC(C)C)NC(=O)[C@H](CCSC)NC(=O)[C@H](CC(=O)O)NC(=O)[C@H](Cc2ccccc2)NC(=O)[C@@H](N)CC(=O)O)CSSC[C@@H](C(=O)N[C@@H](Cc2c[nH]c3ccccc23)C(=O)N[C@@H](CCC(N)=O)C(=O)N[C@H](C(=O)O)C(C)C)NC(=O)[C@@H]2CCCN2C(=O)[C@H](CCCNC(=N)N)NC(=O)[C@H](Cc2ccc(O)cc2)NC(=O)[C@H](C(C)C)NC(=O)[C@H](CCCNC(=N)N)NC(=O)CNC(=O)[C@H](CC(C)C)NC1=O ?
GRP78 ERSR act: -1%

What do the screens show for `C=C1C(=O)C23C(O)C1CCC2[C@]12COC3(O)C(O)C1C(C)(C)CC[C@H]2O` (some centres undefined)?
GRP78 ERSR act: -13%

How did O=C(c1cc(C(F)(F)F)cc(C(F)(F)F)c1)N1CCC2(CCCN(Cc3nccs3)C2)CC1 do in these assays?
GRP78 ERSR act: -4%

Results for FC(F)(F)c1ccccc1-c1cncnc1-n1ccnc1 ?
GRP78 ERSR act: -7%

What do the screens show for `CS(=O)(=O)N1CCC[C@@]2(CCN(Cc3ccccc3)C2)C1`?
GRP78 ERSR act: -4%

How did c1ccc2sc(SSc3nc4ccccc4s3)nc2c1 do in these assays?
GRP78 ERSR act: 2%

How did CSCC[C@H](NC(=O)[C@H](CCCNC(=N)N)NC(=O)[C@H](Cc1ccc(O)cc1)NC(=O)[C@@H]1CCCN1C(=O)CNC(=O)[C@H](CCC(=O)O)NC(=O)[C@H](CC(=O)O)NC(=O)[C@H](CCCCN)NC(=O)[C@H](CCCCN)NC(=O)[C@H](CCC(=O)O)NC(=O)[C@H](C)N)C(=O)N[C@@H](CCC(=O)O)C(=O)N[C@@H](Cc1cnc[nH]1)C(=O)N[C@@H](Cc1ccccc1)C(=O)N[C@@H](CCCNC(=N)N)C(=O)N[C@@H](Cc1c[nH]c2ccccc12)C(=O)NCC(=O)N[C@@H](CO)C(=O)N1CCC[C@H]1C(=O)N1CCC[C@H]1C(=O)N[C@@H](CCCCN)C(=O)N[C@@H](CC(=O)O)C(=O)O do in these assays?
GRP78 ERSR act: 0%

Results for O=C(c1cnccn1)N1CCC[C@@]2(CCN(Cc3cc(C(F)(F)F)cc(C(F)(F)F)c3)C2)C1 ?
GRP78 ERSR act: -2%

How did COc1ccc(O[C@H]2C=C[C@@H](c3ccccc3)O[C@H]2COC(=O)CC/C(C)=N\O[C@@H](C)c2cn([C@H]3COC[C@H]3O)nn2)cc1 do in these assays?
GRP78 ERSR act: -3%

What do the screens show for `CCCCCCCCCCC(C)=O`?
GRP78 ERSR act: -1%

How did COCCn1c(=O)c(-c2ccc(OC)cc2)nc2cnc(Oc3ccccc3)nc21 do in these assays?
GRP78 ERSR act: -4%

How did COCC(=O)N1CCC2(CC1)CN(c1ccccc1)C2 do in these assays?
GRP78 ERSR act: -3%

Results for Clc1ccc(-n2cccc2CN2CCOc3ccc(CN4CCOCC4)cc3C2)nc1 ?
GRP78 ERSR act: -1%

Results for O=C(O)c1cc(=O)c2cc(Cl)ccc2[nH]1 ?
GRP78 ERSR act: -2%

Results for C[C@H]1COC(=O)[C@H]2CCCN2C(=O)[C@@H](C)COC(=O)[C@H]2CCCN2C1=O ?
GRP78 ERSR act: -2%

What do the screens show for `NC[C@@H]1O[C@H](OC2[C@@H](CO)O[C@@H](OC3[C@H](O)[C@H](N)C[C@H](N)[C@H]3OC3O[C@H](CO)[C@@H](O)[C@H](O)[C@@H]3N)[C@H]2O)C(N)[C@H](O)[C@@H]1O` (some centres undefined)?
GRP78 ERSR act: -3%

Results for O=c1c(-c2ccccc2)nc2cnc(Oc3ccccc3)nc2n1Cc1cccs1 ?
GRP78 ERSR act: -4%

Results for Cc1cc2c(c(-c3cnccn3)c1)OC(CNC(=O)c1cc(Cl)ccc1F)C2 (centres undefined) ?
GRP78 ERSR act: -2%

What do the screens show for `Cc1cccc([C@H]2[C@@H]3C=CCC[C@@]3(C)C(=O)N2Cc2ccccc2)c1`?
GRP78 ERSR act: 2%

What do the screens show for `c1ccc([C@@H]2CN3CCSC3=N2)cc1`?
GRP78 ERSR act: -4%

How did COCc1c(C(=O)N2CCN(C(C)C)CC2)cnn1-c1nccc(-c2cc(C)sc2C)n1 do in these assays?
GRP78 ERSR act: -3%

What do the screens show for `Cc1ccc(C2CC(=O)Oc3cc(C)c(Cl)c(C)c32)cc1` (centres undefined)?
GRP78 ERSR act: -6%

Results for COC(=O)C1=C(C)N(Cc2ccccc2)[C@]23O[C@](C(=O)OC)(C(=O)N2C1c1ccccc1)C1CCCC(=O)C13 (some centres undefined) ?
GRP78 ERSR act: -4%&-3%

What do the screens show for `Cc1nc2cnc(N(C)C)nc2n(C)c1=O`?
GRP78 ERSR act: -3%

How did COc1ccc2cc(CNCc3ccccc3C(F)(F)F)c(N3CCCC(CO)C3)nc2c1 (centres undefined) do in these assays?
GRP78 ERSR act: -1%

Results for COc1ccc(Oc2ncc3nc(-c4ccc(Cl)cc4)c(=O)n(C4CC4)c3n2)cc1 ?
GRP78 ERSR act: -2%

What do the screens show for `Cc1nc2cnc(N3CCN(C)CC3)nc2n(C2CC2)c1=O`?
GRP78 ERSR act: -3%

Reprinted at random: two entries already listed
What do the screens show for `Cc1nc2cnc(N3CCN(C)CC3)nc2n(C2CC2)c1=O`?
GRP78 ERSR act: -3%

Results for Cc1cc2c(c(-c3cnccn3)c1)OC(CNC(=O)c1cc(Cl)ccc1F)C2 (centres undefined) ?
GRP78 ERSR act: -2%

(cont.)
What do the screens show for `CCc1ccc2c(c1)N(C[C@H](C)CN(C)C)c1ccccc1S2`?
GRP78 ERSR act: -8%

What do the screens show for `COc1ccc(CNc2ccnc(-c3ccc(C(=O)N(C)C)cc3)n2)c(OC)c1`?
GRP78 ERSR act: -1%

Results for COCCNc1nc(-c2ccc(N(C)C)cc2)nc2ccccc12 ?
GRP78 ERSR act: 3%

Results for CC(=O)N1CCC[C@@]2(CCN(C(c3ccccc3)c3ccccc3)C2)C1 ?
GRP78 ERSR act: -2%

Results for COc1ccccc1-c1ccc2ncnc(NCCNC(C)=O)c2c1 ?
GRP78 ERSR act: 4%

What do the screens show for `CCC1(C2CCN(Cc3c(C)[nH]c4ccccc34)CC2)NC(=O)N(Cc2ccc3c(c2)OCO3)C1=O` (centres undefined)?
GRP78 ERSR act: 2%

How did Cc1ccc(CN2C[C@H](Sc3ccccn3)C[C@H]2C(=O)Nc2ccc3sc(C)nc3c2)cc1 do in these assays?
GRP78 ERSR act: -5%

How did COc1ccc(-c2nc3cnc(Nc4cccc(OC)c4)nc3n(CCC#N)c2=O)cc1 do in these assays?
GRP78 ERSR act: -3%

What do the screens show for `Cn1c(=O)c(-c2ccc(Cl)cc2)nc2cnc(Nc3ccccc3)nc21`?
GRP78 ERSR act: -3%

Results for COc1ccc2[nH]cc(CCNc3ncnc4ccc(-c5cccc(C#N)c5)cc34)c2c1 ?
GRP78 ERSR act: -1%

Results for COc1ccc([C@@H]2CC(=O)c3c(O)cc(O[C@@H]4O[C@H](CO)[C@@H](O)[C@H](O)[C@H]4OC4O[C@@H](C)[C@H](O)[C@@H](O)[C@H]4O)cc3O2)cc1O (some centres undefined) ?
GRP78 ERSR act: -2%

What do the screens show for `CNc1nc(-c2ccccc2C(F)(F)F)nc2ccccc12`?
GRP78 ERSR act: -4%

Results for CC[C@H](C)[C@H](NC(=O)[C@H](Cc1cnc[nH]1)NC(=O)[C@@H](N)CCC(=O)O)C(=O)N1CCC[C@H]1C(=O)N[C@@H](C)C(=O)O ?
GRP78 ERSR act: -3%

How did CN(C)C(=O)c1ccc(-c2nc(-n3ccnc3)c3ccccc3n2)cc1 do in these assays?
GRP78 ERSR act: -5%

How did O=C(c1ccco1)N1CCC2(CC1)CCN(c1cccc(-c3ccccc3)c1)CC2 do in these assays?
GRP78 ERSR act: -3%

Results for O=C(NCC1(N2CCCCC2)CCCC1)c1cnn(-c2nccc(-c3cccs3)n2)c1C1CC1 ?
GRP78 ERSR act: -3%

Results for COC(=O)C/C=C\[C@@H](C)[C@@H](/C=N\OC[C@@H](O)COCc1ccco1)OC ?
GRP78 ERSR act: -3%

How did COc1ccc(Oc2ncc3nc(-c4ccc(OC)cc4)c(=O)n(Cc4cccs4)c3n2)cc1 do in these assays?
GRP78 ERSR act: -5%

Results for CO/N=C(\C(=O)NC1C(=O)N2C(C(=O)OCOC(=O)C(C)(C)C)=C(/C=C\c3scnc3C)CSC12)c1csc(N)n1 (centres undefined) ?
GRP78 ERSR act: -5%

How did COc1c(O)cccc1O do in these assays?
GRP78 ERSR act: -4%

Results for CN(C)/C=N/c1c(C#N)cnn1-c1ccc(F)c(Cl)c1 ?
GRP78 ERSR act: -8%

How did CO/N=C(\C(=O)N[C@@H]1C(=O)N2C(C(=O)O)=C(COC(C)=O)CS[C@@H]12)c1csc(N)n1 do in these assays?
GRP78 ERSR act: -3%

Results for CC1=CC2C(C(C)C)CCC(C)(O)C2CC1 (centres undefined) ?
GRP78 ERSR act: -2%

What do the screens show for `COC(=O)CC[C@H](N)C(=O)O`?
GRP78 ERSR act: -2%

Results for CN(Cc1ccco1)c1ccnc(-c2cccc(C#N)c2)n1 ?
GRP78 ERSR act: 1%

How did CC(C)C(=O)NCC1CCC2(CCN(Cc3ccc(-c4cccc(Cl)c4)o3)CC2)O1 (centres undefined) do in these assays?
GRP78 ERSR act: inconclusive

Results for Cc1ccc2[nH]nc(C(=O)N3CCOc4ccc(CN5CCc6sccc6C5)cc4C3)c2c1 ?
GRP78 ERSR act: -2%

Results for CC1=C2C(=COC(C)C2C)C(=O)C(C(=O)O)=C1O (centres undefined) ?
GRP78 ERSR act: -5%

What do the screens show for `COCCn1c(=O)c(-c2cc(F)cc(F)c2)nc2cnc(Oc3cccc(Cl)c3)nc21`?
GRP78 ERSR act: -2%

How did CNc1ccccc1C(=O)N1CCc2c([nH]c3ccccc23)C1=O do in these assays?
GRP78 ERSR act: 1%

How did COc1cccc(-n2c(SC)nnc2C2CCN(CCC(C)c3ccc(C)o3)CC2)c1 (centres undefined) do in these assays?
GRP78 ERSR act: -6%

Results for CC(C)c1c(C(=O)NCCN2CCOCC2)cnn1-c1nccc(-c2cccs2)n1 ?
GRP78 ERSR act: -6%

What do the screens show for `CC[C@H](C)[C@H](NC(=O)[C@H](C)NC(=O)CNC(=O)[C@H](CCCN=C(N)N)NC(=O)[C@H](C)NC(=O)[C@H](CC(C)C)NC(=O)[C@H](CCC(=O)O)NC(=O)[C@H](CC(C)C)NC(=O)[C@H](C)NC(=O)[C@@H](N)CCC(=O)O)C(=O)N[C@@H](Cc1ccccc1)C(=O)N[C@@H](CCC(N)=O)C(=O)N[C@@H](C)C(=O)O`?
GRP78 ERSR act: -7%
